Screens as filed in PubChem.
Pin1 inh: inhibitors of human Pin1; Q13526; AID 504891; Potency, µM (highest dose often 115 µM), for inactives: at the top dose activity, negative = inhibition, hits mostly inhibitors; Pin1 FP peptide displacement, HiFluor488, 10 min; actives 0.009% (n = 390,000); active = well fitted inhibition curve with a large enough effect in the polarisation, with a control signal flat, not every such curve was filed as active; inconclusive = small, poorly fitted or top-dose-only effect, or effect the other way, or a change in a side signal; inactive = no such curve, though single readings can be large or run the other way; the % refers to the polarisation; also: % is scaled to controls: 0 for no effect and ±100 for the full control effect
Target sequence (Q13526 whole entry, looked up): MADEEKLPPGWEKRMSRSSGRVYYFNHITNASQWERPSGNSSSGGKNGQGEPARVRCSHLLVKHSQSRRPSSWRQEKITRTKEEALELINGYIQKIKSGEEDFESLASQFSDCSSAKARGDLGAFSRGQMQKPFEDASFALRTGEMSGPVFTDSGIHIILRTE
HP1b binding inh: HP1-beta chromodomain-methylated histone interaction inhibition. P83916. AID 540317. AlphaScreen HP1-beta / biotin-H3K9me3 peptide binding. actives 0.56% (n = 390,000). Potency, µM (titrated, usually from 114 µM), inactives show at the top dose activity change, negative = inhibition, actives largely listed as inhibitors; also: nearly all actives have a fitted effect of over 70% in size; inactives centre near 23
Target sequence (P83916 whole entry, looked up): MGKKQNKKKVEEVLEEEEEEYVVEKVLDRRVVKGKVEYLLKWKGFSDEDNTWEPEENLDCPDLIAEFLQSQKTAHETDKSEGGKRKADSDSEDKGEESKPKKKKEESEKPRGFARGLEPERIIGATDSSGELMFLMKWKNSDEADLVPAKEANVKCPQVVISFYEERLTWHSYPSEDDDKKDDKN
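Compound inhibition of the preformed complex between 50 nM HP1-beta and 50 nM biotinylated H3K9me3 peptide was read by AlphaScreen. Buffer was PBS pH 7.4 with 0.01% Tween-20. Incubations ran 30 min at room temperature, with 10 ug/mL donor/acceptor beads.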
ALOX12 inh: ALOX12 (human) lipoxygenase inhibition. P18054. purified 12hLO, xylenol orange hydroperoxide absorbance. Potency, µM (titrated, usually from 108 µM), inactives show at the highest dose activity change, negative = inhibition, hits mostly inhibitors. actives 1.1% (n = 580,000); also: % is scaled to controls: 0 for no effect and ±100 for the full control effect
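Purified human 12hLO at 150 nM in 25 mM Hepes, 0.01% Triton X-100, pH 7.0, preincubated 15 min at room temperature with compound. Reaction started with 40 uM arachidonic acid, 30 min at room temperature. Hydroperoxide measured by Fe-xylenol orange, 573/405 nm absorbance ratio.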
rTrxR1 inhibitor: rat TrxR1 inhibition. O89049. recombinant rTrxR1, NADPH fluorescence consumption, selenite substrate. Potency, µM (doses to about 114 µM), inactives show top-dose activity change, negative = inhibition, actives largely listed as inhibitors. actives 1% (n = 390,000). AID 588453; also: % is scaled to controls: 0 for no effect and ±100 for the full control effect; nearly all actives have a fitted effect of over 65% in size
Target sequence (O89049 whole entry, looked up): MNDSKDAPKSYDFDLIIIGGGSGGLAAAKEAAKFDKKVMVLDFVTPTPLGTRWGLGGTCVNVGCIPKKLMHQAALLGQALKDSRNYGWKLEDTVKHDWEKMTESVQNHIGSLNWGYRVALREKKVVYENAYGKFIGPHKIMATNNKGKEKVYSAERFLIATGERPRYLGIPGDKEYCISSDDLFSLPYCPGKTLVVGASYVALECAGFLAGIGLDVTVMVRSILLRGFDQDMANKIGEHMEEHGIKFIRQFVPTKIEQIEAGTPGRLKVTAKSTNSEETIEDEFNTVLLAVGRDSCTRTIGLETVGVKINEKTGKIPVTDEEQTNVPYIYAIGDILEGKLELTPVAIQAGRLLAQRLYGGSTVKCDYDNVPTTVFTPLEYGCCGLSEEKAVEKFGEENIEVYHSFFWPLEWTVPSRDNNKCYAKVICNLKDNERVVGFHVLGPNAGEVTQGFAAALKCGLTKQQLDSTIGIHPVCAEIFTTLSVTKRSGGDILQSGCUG
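Rat TrxR1 (90 nM in the dispensed reagent) was pre-reduced with 400 uM NADPH for 5 min at room temperature, then incubated with compound for 15 min. After 400 uM selenite was added, NADPH fluorescence (Ex 340/Em 450 nm) was followed for 8 min.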
JMJD2A Tudor inh: blocks the human JMJD2A Tudor domain. AlphaScreen JMJD2A-Tudor / H3K4me3 peptide binding. Potency, µM (titrated, usually from 114 µM), for the others: top-dose activity change, negative = inhibition, actives largely listed as inhibitors. actives 4.4% (n = 390,000); also: % is scaled to controls: 0 for no effect and ±100 for the full control effect; nearly all actives have a fitted effect of over 50% in size
GLS inh: glutaminase GLS (human) inhibition; GLS enzymatic activity, qHTS titration; Potency, µM (series often up to 45.5 µM), inactives show top-dose activity change, negative = inhibition, actives largely listed as inhibitors; actives 0.21% (n = 410,000); AID 624170; also: % is scaled to controls: 0 for no effect and ±100 for the full control effect
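hKGA in 45 mM KH2PO4 (pH 8.2), 0.02% Tween-20 with compound, then 1mM L-Glutamine (stock as added) plus glutamate oxidase/HRP/Amplex red coupling mix. Fluorescence read initially and after 30 min at RT; signal change reflects glutamate formation.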
Tb PGK inh: blocks T. brucei phosphoglycerate kinase; P07378; PGK/GAPDH coupled, Kinase-Glo luminescence, 60 min; Potency, µM (top dose mostly 57.5 µM), without a hit: at the highest dose activity change, negative = inhibition, actives largely listed as inhibitors; actives 0.043% (n = 380,000); AID 602233; also: % is scaled to controls: 0 for no effect and ±100 for the full control effect; nearly all actives have a fitted effect of over 60% in size
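Luminescent ATP detection (Kinase-Glo Plus) follows a 60-minute room-temperature incubation, with wells lacking PGK as controls. Buffer: 100 mM TEA (pH 7.6), 5 mM MgCl2, 0.01% Tween-20. Coupling enzyme GAPDH (100 nM final) supplies unstable 1,3-BPG in-well.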
ERG Ets-DNA blk: inhibitors of human ERG Ets domain-DNA interaction | actives 0.028% (n = 370,000) | Potency, µM (highest dose often 76.9 µM), inactives show at the highest dose FP activity, negative = inhibition, most hits filed as inhibitors | P11308 | fluorescence polarization, His-ERG Ets domain / labelled DNA; active = well fitted inhibition curve with a large enough effect in the polarisation, with a control signal flat; inconclusive = small, poorly fitted or top-dose-only effect, or effect the other way, or a change in a side signal; inactive = no such curve, though single readings can be large or run the other way; the % refers to the polarisation;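 also: polarization taken with two DNA probes labelled with fluorescein and Texas red; % of control where 0% means no effect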
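His-tagged ERG Ets domain (1 uM in the protein solution; 300mM KCl, 50mM Tris-HCl, 1mM EDTA, 1mM DTT, pH 7.5) received compound, then a probe mix of 5 nM fluorescein-DNA and 100nM Texas-615-DNA. Fluorescence polarization was read for both dyes.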
RGS4 inh: blocks human RGS4-accelerated GTP hydrolysis; P49798; Transcreener GDP fluorescence polarization, RGS4-accelerated GTP hydrolysis; Potency, µM (titrated, usually from 114 µM), inactives show top-dose activity change, negative = inhibition, usual class: inhibitors; actives 0.039% (n = 390,000); AID 504845; also: % is scaled to controls: 0 for no effect and ±100 for the full control effect; nearly all actives have a fitted effect of over 75% in size; some results filed as inactive show a strong effect at the top dose
Target sequence (P49798 whole entry, looked up): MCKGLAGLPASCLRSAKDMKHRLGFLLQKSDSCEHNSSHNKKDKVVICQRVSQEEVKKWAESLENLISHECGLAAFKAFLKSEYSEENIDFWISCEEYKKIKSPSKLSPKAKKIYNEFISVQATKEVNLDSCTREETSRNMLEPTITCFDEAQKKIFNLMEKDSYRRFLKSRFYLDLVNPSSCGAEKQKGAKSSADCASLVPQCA
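MLSMR compounds (23 nl, pin-transferred) preincubated 10 min at room temperature with a 500nM (2x) first reagent, then RGS4 at 900nM (2x) plus Transcreener GDP mix added; fluorescence polarization (620/688 nm) read before and after 90 min at 30 °C.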
An asterisk follows results filed as active; i = inactive; ? = inconclusive; . = no result given; & = joins results of further samples; [ ] = dose if it differs, or a comment. Unless noted, calls follow the shape of the dose curve; as a rule, active = well fitted curve in the direction sought with a large enough effect; inconclusive = small, poorly fitted or top-dose-only effect, or another doubt; inactive = no such curve, though single readings can be large; an effect the other way counts as inactive or inconclusive. Potency is read from the fitted curve at half-maximal effect. This is a subset, so the mix of outcomes need not match the whole.

Screens in order: Pin1 inh	HP1b binding inh	ALOX12 inh	rTrxR1 inhibitor	JMJD2A Tudor inh	GLS inh	Tb PGK inh	ERG Ets-DNA blk	RGS4 inh
COc1cc(NC(=O)c2ccc([N+](=O)[O-])cc2)ccc1NC(=O)C(C)C
    3%	14%	-7%	13%[57.1 µM]	-12%	3%	i	5%	15%
COC(=O)C1CCN(S(=O)(=O)c2ccc(NC(C)=O)cc2)CC1
    -14%	30%	0%	-11%	6%	-4%	i	8%	-24%
Cc1cccc(-c2nc(C#N)c(NCc3ccco3)o2)c1
    6%	13%	?	2%	-22%	4%	1%	-1%	-8%
Cc1cccc(OCC(=O)NNC(=O)Nc2cccc(Cl)c2)c1C
    1%	23%	21%	18%	-3%	7%	-2%	-7%	20%
CCc1nc(N)c(C#N)c(-c2ccco2)c1C
    1%	27%	4%	-4%	-5%	0%	-5%	5%	-2%
Cc1ccc(SCCC(=O)NCc2ccncc2)cc1
    3%	33%	7%	6%	-10%	1%	6%	-8%	0%
O=C(COc1ccc(Cl)cc1Cl)c1ccc[nH]1
    3%	12%	?	-14%	-23%	-6%	-6%	2%	20%
CC1(C(=O)N(Cc2ccccc2)Cc2ccccc2)CC1(Br)Br (stereo not given)
    1%	61%[activator]	-7%	-9%	36%[activator]	2%	-1%	-2%	-11%
O=C(CC(Nc1ccc(Cl)cc1)C(=O)O)c1ccccc1 (stereo not given)
    0%	30%	?	28µM*	-9%	27%	-7%	4%	?
CCC(C)c1ccc(S(=O)(=O)N2CCN3CCCC3C2)cc1 (stereo not given)
    3%	22%	39%[activator]	1%[57.1 µM]	-3%	3%	2%	3%	9%
CCNC(=S)N(CCN(C)C)Cc1cc2cc(OCC)ccc2[nH]c1=O
    -3%	36%[activator]	-9%	8%[57.1 µM]	-14%	-13%	i	2%	-13%
CCCC(=O)Nc1ccc(N2CCCCC2)cc1
    0%	-5%	5%	15%[57.1 µM]	-8%[11.4 µM]	20%	i	-9%	-5%[11.4 µM]
Cc1onc(-c2c(F)cccc2Cl)c1C(=O)OCC(=O)NC(=O)NCC(C)C
    -12%	-3%	-18%	26%[57.1 µM]	-21%	3%	0%	2%	5%
C=C(C)COc1ccc2c(CC)cc(=O)oc2c1
    0%	36%	-5%	22%	20µM*	-14%	.	0%	?
CC(Oc1ccc(-c2ccccc2)c(F)c1)c1ccn(S(=O)(=O)c2ccc(F)cc2)n1 (stereo not given)
    88%[activator]	66%[activator]	0%	28%[57.1 µM]	23%	-3%	3%	6%	-14%
C/C=C(\C)c1nnc(NC(=O)OCC)s1
    -5%	32%	-20%	1%	5%	1%	3%	-11%	1%
CCCCNC(=O)C(=O)Nc1cc2c3c(c1)CCC(=O)N3CCC2
    -1%	27%	?	30%	-6%	-2%	-4%	-1%	10%
Cc1ccccc1S(=O)(=O)Cc1ccc(C(=O)NC(C)c2ccccc2)o1 (stereo not given)
    -11%	48%[activator]	-1%	-23%	-14%	6%	-5%	2%	40%[11.4 µM]
Cc1cc(C)n2nc(-c3cccc(Br)c3)cc2n1
    9%	57%[activator]	-2%	22%	23%	-5%	-8%	14%	-29%
CCCC(CCC)c1nnc(NC(=O)c2ccco2)s1
    1%	-7%	2%	10%	-20%	-4%	-7%	-3%	-24%
CCOc1ccccc1OCC(=O)Nc1ccc(Cl)cc1Cl
    -9%	42%[activator]	0%	0%	3%	3%	6%	4%	-7%
Cc1cc(C)cc(C(=O)N2CCC(C(N)=O)CC2)c1
    -2%	25%	-11%	6%	17%	0%	-6%	-5%	-5%
CCOc1cc(CNCCc2ccccc2)ccc1OCC(=O)NC(C)(C)C
    6%	?	-15%	-2%	?	0%	i	-8%	?
O=C(O)COCC(=O)Nc1ccccc1-c1ccccc1
    -11%	50%[activator]	1%	27%[57.1 µM]	10%[11.4 µM]	1%	i	8%	-14%
O=C(Nc1cc(Cl)ccc1Oc1ccccc1)c1ccccc1F
    -6%	223%[activator]	2%	-7%	128%[activator]	3%	-6%	-2%	-10%
COc1cc(NC(=O)CC(C)S(=O)(=O)c2ccc3c(c2)CCN3C(C)=O)cc(OC)c1OC (stereo not given)
    6%	30%	0%	24%	-8%	-5%	-1%	-1%	3%
COc1ccc(NC(=O)COc2cccc3c2CCN(Cc2cccnc2)C3=O)cc1
    -4%	18%	-2%	10%	-3%	-3%	-4%	-8%	0%
CCN(c1ccc(Cl)cc1)S(=O)(=O)c1nnc(NC(=O)C(C)C)s1
    -2%&-11%	37%&86%	14%&-11%	5%&17%	-10%&23%	19%&-3%	7%	-7%&0%	-3%[56.9 µM]
O=S(=O)(NCc1ccccn1)c1ccccn1
    -4%	20%	15%	17%	?	5%	-5%	9%	7%
C=CCc1c(C)nc2nc(SCC(=O)Nc3ccccc3CC)nn2c1C
    0%	39%	0%	26%[57.1 µM]	-4%	-3%	-4%	0%	-11%
Cc1[nH]c(=O)[nH]c(=O)c1C1N2CC3(C(C)C)CN1CC(C(C)C)(C2)C3=O (stereo not given)
    1%	0%	-1%	23%	-17%	1%	-2%	2%	4%
CN(Cc1ccco1)C(=O)CN1C(=O)NC2(CCCCC2)C1=O
    1%	24%	5%	-9%	?	-6%	-3%	-2%	-11%
COc1ccc(NC(=O)COC(=O)c2ccc([N+](=O)[O-])o2)cc1Cl
    -7%	7%	6%	-57%[57.1 µM]	-25%	1%	0%	-1%	2%
CCN1C(=O)/C(=c2\sc3nc(=O)c(Cc4ccccc4)nn3c2=O)c2ccccc21
    ?	-31%	0%	?	?	-34%	-1%	-7%	?
COc1ccc(NC(=O)COc2ccc3c(C)cc(=O)oc3c2)cc1S(=O)(=O)N1CCCCC1
    20%	22%	?	1%[57.1 µM]	-17%	0%	-1%	-7%	-5%
CC(C)CN1C(=O)c2ccc(C(=O)Nc3c[nH]c(=O)[nH]c3=O)cc2C1=O
    0%	32%	-1%	14%[57.1 µM]	-14%[57.1 µM]	1%	8%	-4%	16%
Cc1cccc(C(=O)NC2CCN(C(=O)Nc3ccccc3C)CC2)c1
    -6%	11%	1%	22%[57.1 µM]	1%	-1%	-11%	5%	32%
CCSc1nc(=S)n(CC)c(C)c1C(C)=O
    -2%	30%	-13%	1%	-5%	2%	-3%	-2%	0%
CC1CCN(C(=O)c2c(NC(=O)c3ccccc3Cl)sc3c2CCC(C(C)(C)C)C3)CC1 (stereo not given)
    -3%	20%	-22%	3%	-19%	-1%	i	3%	-9%
CCc1noc(C)c1C(=O)OC(C)C(=O)Nc1ccccc1OC (stereo not given)
    -1%	52%[activator]	-26%	7%[57.1 µM]	6%	-2%	-3%	4%	-13%
COc1ccc(C2/C(=C(/O)c3ccc(C)cc3)C(=O)C(=O)N2C)cc1 (stereo not given)
    2%	9%	?	-6%	-8%	-3%	4%	-1%	-9%
CCN(CC)c1ccc(/C=N/NC(=O)C2CC2)cc1
    -1%	22%	?	5%	-19%	15%	-3%	25%	9%
Cc1nnc(SCC(=O)Nc2ccc(Cl)cn2)[nH]c1=O
    -12%	36%	-11%	17%[57.1 µM]	-2%	-16%	i	-9%	-18%
O=C(O)/C(=C/c1ccco1)NC(=O)c1ccc(Br)o1
    ?	13%	?	-5%[57.1 µM]	-26%	140%[activator]	-10%	0%	-5%
Cc1ccc2nc(-c3ccc(NC(=O)COc4ccc(Br)cc4Br)cc3)sc2c1
    -1%	30%	?	-7%	-6%	-3%	4%	4%	-5%
CCc1nc2sc3c(c2c(=O)o1)CCCC3
    -3%	22%	339%[activator]	-17%	-15%	15%	-5%	-3%	16%
CN1CCN(CCNC(=O)c2cn(Cc3ccccc3F)nn2)CC1
    6%	26%	4%	10%	-12%	-15%	i	8%	-12%
COc1cccc(/C=C2\SC(=O)N(CCC(=O)NC3CCS(=O)(=O)C3)C2=O)c1 (stereo not given)
    -2%	31%	8%	-20%	-6%	-5%	-1%	-2%	-1%
CC(C)(C)c1ccc(-c2nc(SCC(=O)Nc3ccccc3F)n3[nH]c(=O)cc3n2)cc1
    -3%	-3%	?	12%[57.1 µM]	-21%	?	-6%	7%	-17%
O=C(NNC(=O)C1CC(=O)N(Cc2ccccc2)C1)c1ccc(Br)cc1 (stereo not given)
    -2%	26%	14%	3%	-14%	15%	-5%	-9%	10%
CCOC(=O)c1cncc(C(=O)O)c1
    4%	47%[activator]	?	11%[57.1 µM]	-24%	3%	6%	6%	11%
COc1cc(CCCN2C(N)=NC[C@@H]2Cc2ccccc2)cc(OC)c1OC
    -6%	29%	9%	12%	-27%	-6%	2%	2%	1%
CC(C)(C)c1ccc(-c2nnc(SCC(=O)O)n2N)cc1
    -4%	42%[activator]	-6%	-2%	-11%	1%	i	0%	-29%
CCOc1ccc(C(=O)NCC(=O)N2CCCCCCC2)cc1
    -1%	36%	-2%	14%	-24%	-7%	i	-3%	-12%
CCOn1c(=O)c(-c2ccc(C)cc2)[n+]([O-])c2ccccc21
    -2%	26%	0%	3%	-1%	-15%	-9%	-20%	-1%
